aSyn yeast rescue: alpha-synuclein toxicity suppression in yeast; AID 1347070; 94,000 compounds, 0.02% hits; S. cerevisiae alpha-synuclein toxicity rescue, BacTiter-Glo growth, 24 h; Potency, µM (highest dose often 46.1 µM), for inactives: at the top dose growth rescue (activation), usual class: activators; active = well fitted activation curve with a large enough effect; note: 0% is about no effect
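Growth restoration measured by BacTiter-Glo luminescence after 24 hr at 30 deg C; alpha-synuclein yeast, raffinose-pregrown to mid-log, were added at OD600=0.02 in galactose medium onto pinned compounds.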
* = called active by the depositor; [ ] = dose if it differs, or a comment. Potency is the fitted concentration of half-maximal effect. A portion of the library. The share of hits here may be higher or lower than overall.

No.	structure	aSyn yeast rescue
1	CCCn1c(=N)c(S(=O)(=O)c2ccccc2)cc2c(=O)n3cccc(C)c3nc21	-1%
2	Cc1cc(C)cc(NC(=S)N2CCN(c3ncc(C(F)(F)F)cc3Cl)CC2)c1	-3%
3	O=C1CC(c2ccc(S(=O)(=O)NCc3ccccc3)cc2)CN1 (stereo unspecified)	0%
4	CC1(C)CC(=O)c2cc(C(=O)Nc3ccc(Br)cc3)c(=O)[nH]c2C1	-1%
5	CCOC(=O)Cn1c(CN2CCOCC2)nc2c1c(=O)n(C)c(=O)n2C	-2%
6	Cc1onc(-c2c(F)cccc2Cl)c1-c1nnc(-c2cccc3ccccc23)o1	-4%
7	Cc1ccc(CSc2nc3c([nH]c4ccccc43)c(=O)n2C)cc1	5%
8	CCOc1ccc(-c2nnc(SCC(=O)NCc3ccc(C)cc3)nc2-c2ccc(OCC)c(OC)c2)cc1OC	1%
9	Cc1ccc(Cl)cc1N1CCN(C(=O)CCC(=O)Nc2ccc3nc(N4CCC(C)CC4)cc(C)c3c2)CC1	-30%[inhibitor]
10	Oc1ccccc1-c1nc(/C=C/c2ccccc2)nn1-c1ccccc1	-14%

(continued)
No.	structure	aSyn yeast rescue
11	COc1ccc(OCC(=O)NC(Cc2c[nH]c3ccccc23)C(=O)O)cc1 (stereo unspecified)	7%
12	CC(NC(=S)NCCc1ccccc1)C(c1cccs1)N1CCN(Cc2ccccc2)CC1 (stereo unspecified)	-4%
13	CCC(=O)Nc1ccc2nc(SCCOc3ccccc3)sc2c1	0%
14	C/C=C/C=C/C(=O)N1CC[C@]23c4ccccc4N[C@H]4N(C)c5cccc6c5[C@]42CCN([C@H]6C2OC2(C)C)[C@H]13 (stereo partly specified)	4%
15	CCOc1ccc(OCC(=O)Nc2ccc(S(=O)(=O)Nc3cc(C)on3)cc2)cc1	-6%
16	CCOc1ccc(-n2nc3ccc(NC(=O)COc4ccccc4)cc3n2)cc1	-2%
17	CC(=O)c1ccc(NC(=O)COc2ccccc2-c2nc(-c3cccc(C)c3)no2)cc1	2%
18	O=C1Cc2cc(S(=O)(=O)Nc3cccc(C(F)(F)F)c3)cc3c2N1CCC3	-3%
19	C[C@H](CO)N1C[C@H](C)[C@@H](CN(C)C(=O)c2ccncc2)OCc2cnnn2CCCC1=O	-3%
20	Cc1cccc(OCC(=O)NCC(=O)N/N=C/c2cccnc2)c1	8%

Continuation.
No.	structure	aSyn yeast rescue
21	CC(C)CN(C(=O)CC1CCCC1)c1c(N)n(Cc2ccccc2)c(=O)[nH]c1=O	-3%
22	CCOc1ccc(-n2nc(CO)c(C(=O)NCC(C)O)n2)cc1 (stereo unspecified)	3%
23	O=C(O)c1cnc(N2CCOCC2)nc1	-3%
24	CC(=O)Oc1ccc(C(=O)Nc2cccc(C(=O)c3ccc(C)c(C)c3)c2)cc1	7%
25	CCN(C(=O)C1CCCN(c2ncnc3onc(-c4ccc(F)cc4)c23)C1)c1ccccc1 (stereo unspecified)	-8%
26	NC(=O)NCCCC(NC(=O)c1ccc(C#CC2(O)CCCCC2)cc1)C(=O)O (stereo unspecified)	-3%
27	Cc1cccc(Oc2nc3c(c(=O)n(C)c(=O)n3C)n2Cc2ccccc2)c1C	0%
28	COc1ccc(N2CCN(Cc3nc4c(c(=O)[nH]c(=O)n4C)n3Cc3ccccc3C)CC2)cc1	-7%
29	O=[N+]([O-])c1ccc(Nc2ccccc2O)c([N+](=O)[O-])c1	1%
30	COc1ccc(CC(O)CO)cc1OCc1ccccc1 (stereo unspecified)	8%

Later entries.
No.	structure	aSyn yeast rescue
31	NS(=O)(=O)c1ccc(NC(=O)c2ccc(F)cc2F)c(NC(=O)c2ccc(F)cc2F)c1	-3%
32	Cc1ccc(N(CC(=O)NCC2CCCO2)S(=O)(=O)c2ccccc2)c(C)c1 (stereo unspecified)	-2%
33	C[C@@H]1CCCCO[C@H](CN(C)C(=O)Nc2ccccc2)[C@@H](C)CN([C@H](C)CO)C(=O)c2cc(NS(=O)(=O)c3cn(C)cn3)ccc2O1	8%
34	O=C(COC(=O)CCc1nc2ccccc2c(=O)[nH]1)Nc1ccc2c(c1)OCO2	3%
35	COc1ccc(C(=O)COc2ccc(F)cc2)c(O)c1C	-3%
36	Cc1ccc(C)c(N2CCN(S(=O)(=O)c3ccc(-c4cc(C(F)(F)F)on4)s3)CC2)c1	8%
37	COc1ccc(Cl)cc1S(=O)(=O)NC(C)c1cnn(-c2ccccn2)c1C (stereo unspecified)	1%
38	Cc1ccc2nc(COc3ccccc3NC(=O)c3ccccc3C)cc(=O)n2c1	1%
39	COc1ccc(OC)c(CNC(=O)CCC(=O)N2Cc3ccccc3Oc3ncccc32)c1	-8%
40	COc1ccc(C(=O)Nc2ccc3c(c2)CCCN3S(=O)(=O)c2ccc(C)cc2)cc1	-3%

Continued:
No.	structure	aSyn yeast rescue
41	Cc1cccc(N2CCN(C(=O)CCC(=O)N3CC(C)Oc4ccccc43)CC2)c1C (stereo unspecified)	5%
42	COc1ccc(-c2nc(SCC(=O)Nc3cccc(C(C)=O)c3)n[nH]2)cc1	-9%
43	COc1ccc(C)cc1NC(=O)Cn1cc(S(=O)(=O)Cc2ccccc2Cl)c2ccccc21	5%
44	O=C(c1ccc(Cl)cc1)N1CCN(CCc2ccncc2)CC1	-7%
45	COc1cc(/C=C(/C#N)C(=O)c2c(C)[nH]c3ccccc23)ccc1OCC#N	-7%
46	Cc1ccc(S(=O)(=O)NC(=O)Nc2cccc([N+](=O)[O-])c2)cc1	-6%
47	CC(C)CC1C(=O)N(Cc2cn(CCC3OCCCO3)nn2)CCS(=O)(=O)N1Cc1ccc(-c2ccc(F)cc2)cc1 (stereo unspecified)	7%
48	Cc1[nH]c(-c2ccc3c(c2)OCO3)nc1C(=O)O	-8%
49	CC(=O)Nc1ccccc1-c1nc2ccccc2n(Cc2cccc(Br)c2)c1=O	9%
50	O=C(Nc1sc2c(c1C(=O)Nc1ccccc1)CCC2)c1ccc(Br)cc1	-5%

The final 5 compounds of the part above lead into the next.
No.	structure	aSyn yeast rescue
46	Cc1ccc(S(=O)(=O)NC(=O)Nc2cccc([N+](=O)[O-])c2)cc1	-6%
47	CC(C)CC1C(=O)N(Cc2cn(CCC3OCCCO3)nn2)CCS(=O)(=O)N1Cc1ccc(-c2ccc(F)cc2)cc1 (stereo unspecified)	7%
48	Cc1[nH]c(-c2ccc3c(c2)OCO3)nc1C(=O)O	-8%
49	CC(=O)Nc1ccccc1-c1nc2ccccc2n(Cc2cccc(Br)c2)c1=O	9%
50	O=C(Nc1sc2c(c1C(=O)Nc1ccccc1)CCC2)c1ccc(Br)cc1	-5%
51	CCCCCc1c2c(cc(O)c1C(=O)O)OC(=O)c1c(cc(OC)cc1C(=O)CCCC)O2	1%
52	CCOC(=O)c1c(C)oc2nc(C)nc(Nc3cccc(OC)c3)c12	2%
53	Cc1ccc(Cn2cc(SCC(N)=O)c3ccccc32)cc1	9%
54	O=C(CSc1nc2ccccc2n1Cc1cccc(C(F)(F)F)c1)NCc1ccccc1	-3%
55	Cc1ccc(CSc2cn(CC(=O)N3CCCC3)c3ccccc23)cc1	26%
56	O=C(COC(=O)COc1ccc(Cl)cc1)Nc1cccnc1Cl	2%
57	O=C(CSc1nc2c([nH]c3ccccc32)c(=O)n1-c1cccc(C(F)(F)F)c1)N1CCCC1	3%
58	Cc1ccc2c(c1)-c1c(cnn1CC(=O)NC(C)CCc1ccco1)CO2 (stereo unspecified)	1%
59	Cc1ccc(OCC(=O)Nc2ccc(S(=O)(=O)Nc3cc(C)nc(C)n3)cc2)c(C)c1	1%
60	Cc1cc(-c2ccc(C)c(S(=O)(=O)N3c4ccccc4CC3C)c2)on1 (stereo unspecified)	-20%

Along the list, quoted from above.
Compounds 52–59 in aSyn yeast rescue, in turn: 2%, 9%, -3%, 26%, 2%, 3%, 1%, 1%

Following part.
No.	structure	aSyn yeast rescue
61	Cc1ccc(-c2csc(-c3cc(C)on3)n2)cc1	10%
62	O=C(NCC(c1ccco1)N1CCOCC1)c1cccc(Cl)c1 (stereo unspecified)	7%
63	CCN(C(=O)c1cc2c(=O)n(CC)c3ccccc3c2s1)c1cccc(C(F)(F)F)c1	0%
64	O=C(CN1C(=O)C2(SCC(=O)N2c2cccc(Cl)c2)c2ccccc21)NC1CCCCC1 (stereo unspecified)	2%
65	COc1ccc(Br)cc1CN(C)C(C)C(=O)Nc1cc([N+](=O)[O-])ccc1OC (stereo unspecified)	-7%
66	CC(C)CCNC(=O)c1cnc2sc(N3CCCCCC3)nn2c1=O	-11%
67	NC(=O)C1CCN(C(=O)c2ccc(NC3=NC4CS(=O)(=O)CC4S3)cc2)CC1 (stereo unspecified)	4%
68	Cc1cn2c(=O)cc(COC(=O)c3cccc(NC(=O)COc4ccccc4Cl)c3)nc2s1	-2%
69	CC(=O)c1c(C)oc2ccc(N(C(=O)Oc3ccccc3)S(=O)(=O)c3ccc(C(C)(C)C)cc3)cc12	9%
70	O=c1oc2ccccc2cc1-c1cn2cc(Cc3ccccc3F)sc2n1	-1%

Next records:
No.	structure	aSyn yeast rescue
71	CC(=O)Nc1cc(C(=O)NCc2ccccc2)ccc1Sc1ccc(C)cc1	-11%
72	Cc1ccc(C(=O)OCC(=O)N2CCOCC2)cc1	3%
73	Cc1ccc(-c2cc(NC(=O)C(C)Oc3ccc(C)c(C)c3)on2)cc1 (stereo unspecified)	-7%
74	CC1CCN(S(=O)(=O)c2ccc3c(c2)oc(=O)n3CC(=O)NC(C)c2ccccc2)CC1 (stereo unspecified)	-5%
75	O=C(CSc1nc2ccccc2nc1N1CCCCC1)N1CCN(c2ccccc2)CC1	-5%
76	CCOc1cc(/C=C(\C#N)c2nc(-c3cccs3)c(NC(C)=O)s2)ccc1O	-11%
77	O=C1CCc2cc(NS(=O)(=O)c3ccc(Br)cc3)cc3c2N1CC3	7%
78	COc1ccc(C(=O)NCCc2csc(-c3ccc(Cl)cc3)n2)cc1	-2%
79	COc1ccc(-c2nc(CS(=O)(=O)CC(=O)NCc3cccc(OC)c3OC)c(C)o2)cc1	0%
80	CCOC(=O)c1ccc(-c2ccc(/C=C(\C#N)C(=O)Nc3ccc(C)cc3)o2)cc1	-6%

Next section:
No.	structure	aSyn yeast rescue
81	COc1ccc(CSc2nc(C)cc(C)c2S(C)(=O)=O)cc1	-6%
82	O=[N+]([O-])c1cc(S(=O)(=O)Nc2cccc(Cl)c2)ccc1N/N=C/c1ccc(N2CCOCC2)cc1	-5%
83	COc1ccc(NC(=O)CSc2nc(-c3ccc(F)cc3)c3cccc(C)c3n2)cc1	-2%
84	Cc1c(Cl)cccc1NC(=O)c1oc2ccc(S(=O)(=O)N3CCCCCC3)cc2c1C	-5%
85	Cc1ccc2c(=O)cc(C(=O)Nc3sc4c(c3C(=O)NCc3cccnc3)CCCC4)oc2c1	-5%
86	O=C(CSc1nc2c([nH]c3ccccc32)c(=O)n1-c1ccc(Cl)cc1)NCC1CCCO1 (stereo unspecified)	0%
87	COc1ccc(CCNC(=O)c2cc(S(=O)(=O)N3CCCCCC3)ccc2OC)cc1OC	1%
88	COc1cccc(NC(=O)CCNC(=O)Cn2cnc3ccccc3c2=O)c1	-6%
89	COC(=O)c1ccc(NC(=O)CSc2nc3[nH]ncc3c(=O)[nH]2)cc1	-5%
90	O=C1NC(=Nc2ccccc2Cl)S/C1=C\c1cc([N+](=O)[O-])ccc1O	8%

Ordered by length of the SMILES (rising): 3 of the compounds above
No.	structure	aSyn yeast rescue
83	COc1ccc(NC(=O)CSc2nc(-c3ccc(F)cc3)c3cccc(C)c3n2)cc1	-2%
84	Cc1c(Cl)cccc1NC(=O)c1oc2ccc(S(=O)(=O)N3CCCCCC3)cc2c1C	-5%
85	Cc1ccc2c(=O)cc(C(=O)Nc3sc4c(c3C(=O)NCc3cccnc3)CCCC4)oc2c1	-5%

Further entries
No.	structure	aSyn yeast rescue
91	Cc1cnc(C(=O)OCC(=O)N2CCN(S(=O)(=O)c3ccc(Cl)cc3)CC2)cn1	-1%
92	CCCCN(CC)Cc1ccc(CNS(=O)(=O)c2cc3c(cc2Cl)NC(=O)CO3)o1	-4%
93	Cc1cc(C(=O)NNC(=O)CCCOc2ccccc2)c(C)o1	4%
94	Cc1oc(-c2ccc(Cl)cc2)cc1C(=O)/C(C#N)=C/Nc1ccccc1	7%
95	Cc1ccc(OCc2nnc(SCc3cc(=O)[nH]c4ccccc34)n2-c2ccccc2)cc1	-9%
96	COC(=O)c1ccc(CNC(=O)C(Cc2ccccc2)NC(=O)c2ccccc2)cc1 (stereo unspecified)	3%
97	CCc1ccccc1C1C(=O)c2ccccc2C1=O	-26%
98	Cc1cc(C)c(NC(=O)CCS(=O)(=O)c2cc3c(cc2Cl)NC(=O)CO3)c(C)c1	-9%
99	Cc1ccccc1NCCC(=O)Nc1ccc(Cl)cc1	-4%
100	COc1ccc(Cc2nc3ccccc3[nH]c2=O)cc1	-1%

Some of the entries so far, with each value named:
96	COC(=O)c1ccc(CNC(=O)C(Cc2ccccc2)NC(=O)c2ccccc2)cc1 (stereo unspecified)
- aSyn yeast rescue: 3%
100	COc1ccc(Cc2nc3ccccc3[nH]c2=O)cc1
- aSyn yeast rescue: -1%

(continued)
No.	structure	aSyn yeast rescue
101	CCCOc1ccc(/C=N/Nc2cccc([N+](=O)[O-])c2)c(O)c1	-4%
102	Cc1ccc(CN2CCC(CNC(=O)c3cc4ccc5cccnc5c4[nH]3)CC2)cc1	-10%
103	Cc1ccc(NC(=O)C(C)SCc2nc3sc(C)c(C)c3c(=O)[nH]2)nc1 (stereo unspecified)	-13%
104	Nn1c(C2COc3ccccc3O2)n[nH]c1=S (stereo unspecified)	-2%
105	N#Cc1ccc(NC(=O)Nc2ccc(Oc3ccc(NC(=O)Nc4ccc(C#N)cc4)cc3)cc2)cc1	-1%
106	COc1ccccc1CNC(=O)COC(=O)c1ccccc1-c1ccccc1	14%
107	NC(=O)Nc1cccc2ccccc12	2%
108	COc1ccc(-n2c(SCC(=O)Nc3ccc4c(c3)OCO4)nc3c([nH]c4ccccc43)c2=O)cc1	-3%

Screens deposited in PubChem BioAssay by National Center for Advancing Translational Sciences (NCATS).
